CCR6 antag: CCR6 receptor antagonists, primary screen, cell-based, CHO-K1, luminescence, beta-arrestin, uHTS | C-C chemokine receptor type 6 (Homo sapiens), P51684 | CHO-K1 CCR6 PathHunter beta-arrestin, CCL20-stimulated | inhibition, % at 20 µM | 340,000 compounds, 0.49% hits | AID 493098, 2011;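 active means compounds whose inhibition of the agonist-driven luminescence signal at 20 µM reaches about 50%, limit read from the data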;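 further: cells stimulated with CCL20 at 14 nM final; plate controls were DMSO with CCL20 for no effect and DMSO without agonist for full effect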
Target sequence (P51684 whole entry, looked up): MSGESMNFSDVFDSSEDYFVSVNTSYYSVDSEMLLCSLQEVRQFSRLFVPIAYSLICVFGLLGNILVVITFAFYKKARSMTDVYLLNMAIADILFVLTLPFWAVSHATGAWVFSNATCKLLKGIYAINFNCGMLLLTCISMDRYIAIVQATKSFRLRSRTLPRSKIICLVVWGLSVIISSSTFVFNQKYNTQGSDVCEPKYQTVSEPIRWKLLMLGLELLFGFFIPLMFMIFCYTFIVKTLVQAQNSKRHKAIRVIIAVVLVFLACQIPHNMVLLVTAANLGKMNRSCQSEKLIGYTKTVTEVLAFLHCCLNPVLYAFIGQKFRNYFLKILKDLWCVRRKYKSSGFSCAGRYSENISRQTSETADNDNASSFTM
Gli-Sufu block: Gli-Sufu pathway antagonists, primary screen, luciferase luminescence, Sufu-KO-LIGHT cells, uHTS | inhibition, % at 5 µM | 340,000 compounds, 0.74% hits | Sufu-KO-LIGHT fibroblasts, Gli luciferase reporter luminescence | AID 588413, 2011;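 active means inhibition above about 55%, limit read from the data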;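 further: 0% = DMSO-treated cells and 100% = wells with medium but no cells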
EBI2 block: EBI2 receptor antagonists, beta-arrestin recruitment, primary screen, cell-based, luminescence, 7a,25-OHC stimulation, uHTS. G-protein coupled receptor 183 (Homo sapiens), P32249. 7a,25-OHC stimulated. inhibition, % at 5 µM. 360,000 compounds, 0.81% hits; in the data active means inhibition above about 38%;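 further: enzyme fragment complementation signal reports receptor beta-arrestin coupling in cells; 0% = agonist plus DMSO wells and 100% = wells without agonist; some results beyond the cut were filed as inactive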
UBC13 inh: UBC13 polyubiquitin chain formation inhibitors, primary screen, biochemical, TR-FRET, uHTS; inhibition, % at 20 µM; 330,000 compounds, 0.47% hits; Ubiquitin-conjugating enzyme E2 N (Homo sapiens), P61088; in the data active means inhibition above about 45%, passing the limit was not always enough
Target sequence (P61088 whole entry, looked up): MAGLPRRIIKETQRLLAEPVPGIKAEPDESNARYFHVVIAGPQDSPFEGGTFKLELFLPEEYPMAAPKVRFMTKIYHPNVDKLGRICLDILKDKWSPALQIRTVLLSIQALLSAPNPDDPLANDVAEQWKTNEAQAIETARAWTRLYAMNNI
CXCR6 inh: CXCR6 receptor inhibitors, primary screen, cell-based, beta-arrestin, luminescence, CHO-K1 PathHunter, 1536-well | C-X-C chemokine receptor type 6 (Homo sapiens), O00574 | inhibition, % at 20 µM | 360,000 compounds, 0.36% hits | AID 602244, 2012; in the data active means inhibition above about 34%, passing the limit was not always enough;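 further: antagonist mode with CXCL16 agonist at 10 nM final; 0% = 10 nM CXCL16 with DMSO and 100% = unstimulated wells without agonist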
APJ agonist: agonists of human apelin receptor APJ, primary screen, CHO-K1 cells, PathHunter beta-arrestin, luminescence; 330,000 compounds, 0.11% hits; activation, % at 20 µM; P35414; 0% DMSO wells, 100% apelin;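 active means activation more than six SD over the plate average, tested at 20 µM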;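 further: 0% = DMSO alone and 100% = apelin-13 at 10 nM; some results filed as inactive read as strong as hits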
Target sequence (P35414 whole entry, looked up): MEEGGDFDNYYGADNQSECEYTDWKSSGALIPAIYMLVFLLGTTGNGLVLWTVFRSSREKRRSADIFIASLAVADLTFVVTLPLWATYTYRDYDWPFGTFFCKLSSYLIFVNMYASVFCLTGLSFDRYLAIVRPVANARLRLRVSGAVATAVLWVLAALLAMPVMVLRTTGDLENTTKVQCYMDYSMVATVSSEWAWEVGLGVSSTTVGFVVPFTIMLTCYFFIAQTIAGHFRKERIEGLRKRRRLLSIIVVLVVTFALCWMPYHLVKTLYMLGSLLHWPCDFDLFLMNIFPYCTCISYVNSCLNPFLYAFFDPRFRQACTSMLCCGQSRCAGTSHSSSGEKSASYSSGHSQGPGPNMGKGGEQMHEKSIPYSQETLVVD
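system = engineered CHO-K1 APJ arrestin reporter cells | input = 1000 cells per well | timing = overnight seeding, 90 min compound at 25 °C, 1 h detection | measured by = enzyme-fragment complementation luminescence | read-out = beta-arrestin recruitment to APJ as agonist activity, luminescent signal | control set = negative DMSO alone, positive Apelin-13 at 10 nM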
APJ antagonist: antagonists of human apelin receptor APJ, primary screen, CHO-K1 cells, beta-arrestin complementation, luminescence. 330,000 compounds, 0.32% hits. inhibition, % at 20 µM. P35414;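 active means inhibition above about 40% at 20 µM, limit read from the data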;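 further: cells challenged with 10 nM apelin-13 agonist together with compound; plate controls were apelin-13 plus DMSO wells for no effect and DMSO wells lacking apelin-13 for full effect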
ATG4B inhibitor: ATG4B protease inhibitors, primary screen, biochemical, fluorescence, uHTS; ATG4B cleavage of LC3-PLA2, NBD-HPC fluorescence, 1 h; inhibition, % at 8.33 µM; 340,000 compounds, 0.51% hits; in the data active means inhibition above about 40%
The depositor's hits bear a star; x = no result given.

Compound,CCR6 antag,Gli-Sufu block,EBI2 block,UBC13 inh,CXCR6 inh,APJ agonist,APJ antagonist,ATG4B inhibitor
CC(C)N1C(=O)CC2(CC[N+](C)(CCOC(=O)C(c3ccccc3)c3ccccc3)CC2)C1=O (configuration not stated),-8,8,-2,12,2,-2,3,-2
Cc1ccc(C)c(N2CCN(S(=O)(=O)c3cc4c(cc3C)NC(=O)CO4)CC2)c1,6,5,12,7,-10,-4,-1,-23
Nc1cc(=O)[nH]c(SCC(=O)N2CCN(S(=O)(=O)c3ccc4ccccc4c3)CC2)n1,-6,4,3,-5,-5,-1,-6,-21
Nc1c(-c2cccc(Cl)c2)cnn1-c1cccc(C(F)(F)F)c1,38,-5,19,8,-11,1,8,16
Cc1c(NC(=O)Nc2cc(Cl)ccc2Cl)c(=O)n(-c2ccccc2)n1C,13,5,4,21,-3,-3,-41,3
CC(=O)Nc1cc(-c2nn(CC(=O)N3CCCCC3)c(=O)c3ccccc23)ccc1N1CCOCC1,2,51,-11,-5,-2,1,8,-3
COc1cc(/C=C2/NC(=O)N(Cc3ccccc3F)C2=O)ccc1O,9,71*,9,-3,-1,-2,-15,2
CN(CC(=O)Nc1ccccc1Cl)C(=O)c1cccc(S(=O)(=O)N2CCN(c3ccc(F)cc3)CC2)c1,25,33,10,-5,-8,2,-2,-13
COc1ccc(/C=C/C(=O)Nc2ccccc2C(F)(F)F)cc1,-27,-55,-4,13,-3,-2,-12,6
CC(=O)CSc1nc2cc3c(cc2cc1C#N)OCCO3,5,-150,12,-146,0,7,-21,-12
COC(=O)N/N=C/c1cn(CCOc2ccc(OC)cc2)c2ccccc12,10,8,2,2,-17,0,-1,10
N#CC1=C(N)OC2=C(C(=O)CCC2)C12CCN(C(=O)OCc1ccccc1)CC2,-9,-12,-3,-11,2,-1,1,1
O=C(CN1CCN(Cc2ccccc2)CC1)Nc1cccc(S(=O)(=O)N2CCCCCC2)c1,-3,30,6,1,1,-1,-3,1
Cc1ccccc1-n1nc2c(c1NC(=O)c1cc3ccccc3o1)CS(=O)(=O)C2,6,-6,13,-4,-5,5,7,-4
O=C1NC[C@H](Cc2ccccc2)N(CC2CCN(CCc3ccc(-c4ccccc4)cc3)CC2)C1=O,-13,-9,-5,x,9,x,x,x
O=C(Cc1cccs1)N/N=C\c1ccc([N+](=O)[O-])s1,11,5,6,-7,-8,2,-13,-2
Cc1cc(Cl)ccc1OC(C)C(=O)N1CCCN(C(=O)C(C)Oc2ccc(Cl)cc2C)CC1 (configuration not stated),10,5,17,-6,5,-4,7,-18
Cc1ccc2[nH]c(O)c(N=Nc3nc4ccccc4s3)c2c1,49,-5,18,-251,42*,-7,30,-12
O=C(O)CNC(=O)CC1S/C(=N/N=C2/NC(=O)CS2)NC1=O (configuration not stated),-12,1,-2,-34,-1,-3,2,-6
COc1cc(OC)cc(C(=O)OCc2cc3ccccc3[nH]c2=O)c1,12,-7,2,4,6,3,-4,-11
Cc1cccc(NC(=S)NNC(=O)c2csc(C)c2)c1,0,-44,0,-6,8,-2,30,-2
CCCc1cc(=O)oc2cc(C)cc(OCC(=O)Nc3cccnc3)c12,19,-18,5,16,-8,-1,-28,-5
CCCCC(=O)NC1(C(F)(F)F)NC(=O)N(Cc2ccccc2)C1=O (configuration not stated),-1,3,-1,-3,3,-2,10,-6
CC(=O)Nc1sc2c(c1C(c1ccc(F)cc1)N1CCOCC1)CCCC2 (configuration not stated),-2,8,11,5,1,-3,-2,-6
O=C1CN(Cc2ccccc2)CC(=O)N1,5,19,3,x,21,x,x,18
COc1ccc(/C(C)=N/N=C2/NC(=O)CC(C(=O)O)S2)cc1 (configuration not stated),17,2,-4,12,0,0,0,-5
Cc1ccc(C(=O)c2c3ccc([N+](=O)[O-])cc3[n+]([O-])n2CCCN)cc1,1,19,-13,13,-6,10,-95,13
CN(CC(=O)Nc1ccc(F)c(F)c1F)C(=O)CCN1C(=O)C2CCCCC2C1=O (configuration not stated),9,4,-7,9,-10,-3,-1,-4
CN(C)CCNC(=O)/C=C/c1cn(-c2ccccc2)nc1-c1cc2ccccc2oc1=O,-2,-2,7,22,-4,-3,21,-1
COc1ccc(CN2CCN(S(=O)(=O)c3ccc(F)cc3)CC2)c(OC)c1OC,4,5,2,-12,6,1,15,3
COc1ccc2nc(N3CCC(O)CC3)c(C#N)cc2c1,11,-8,-1,-15,-20,3,6,-11
CSCC(=O)Nc1ccc(F)c(Cl)c1,-5,4,5,-4,5,-5,-26,-10
COc1ccc(CC(=O)Nc2ccc3c(c2)OCO3)cc1S(=O)(=O)N1CCOCC1,-6,3,4,7,-1,1,-4,-6
COc1ccc(-c2cc3cc(OC)c(OC)cc3c(C)n2)cc1,7,-22,6,16,-3,-3,-12,-17
Cc1ccc(C)n1-c1cccc(C(=O)Nc2ccccc2)c1,6,1,-5,-2,-11,-2,7,-11
CCOc1ccc(Nc2nc(Cl)nc(NCCO)n2)cc1,-9,12,-4,-8,6,-3,-8,-8
O=C(NCCCN1CCOCC1)c1ccco1,7,-1,5,-15,0,3,8,-13
Cc1ccc(-n2c(Cc3cccs3)nnc2SCC(=O)OC(C)C)cc1,18,5,8,11,2,-4,18,-1
Cc1cc(C)n2nc(C(=O)OCC(=O)NNC(=O)c3ccccc3)nc2n1,-10,-3,0,8,3,1,0,4
Cc1nc2c(-c3ccc(F)cc3)c(C)nn2c(C)c1CCC(=O)N1CCOCC1,4,2,5,-2,-6,-1,-4,-14
Cc1oc(-c2ccc(F)cc2)cc1-c1nn2c(-c3ccoc3C)nnc2s1,3,1,2,0,22,-2,11,27
CCCCn1c(NC(=O)c2ccc(Br)o2)c(S(=O)(=O)c2ccccc2)c2nc3ccccc3nc21,12,11,13,-47,10,-10,55*,2
O=C(CCC(=O)N(CC(=O)NC1CCCC1)C1CCCCC1)Nc1ccccn1,0,-14,0,3,-10,-1,22,-6
CC1=NN(c2ccccc2)C(=O)C1N=Nc1ccc(N)cc1 (configuration not stated),39,41,21,-422,31,-1,19,-7
COC(=O)[C@H](CC(C)C)NS(=O)(=O)c1ccccc1,-4,-14,-14,-2,8,5,-2,-9
COc1ccc(NC(=O)Nc2cc3oc4ccccc4c3cc2OC)cc1,4,-7,7,2,5,-2,18,-16
CCCCN(CCCC)C(=O)C[n+]1cccc(/C=N/O)c1,-11,6,-16,-2,5,0,15,-6
O=C(CCCn1c(=O)c2sccc2n(CC(=O)NCc2ccco2)c1=O)NCc1ccco1,-6,-8,4,-1,1,0,-12,-3
COc1cc2cc(CCOC(=O)c3ccc(F)cc3)oc(=O)c2cc1OC,3,17,-10,14,-1,-3,5,-12
Cc1cc2occ(CC(=O)Nc3nccs3)c2cc1C(C)C,2,0,7,2,6,-5,5,1
CC(OC(=O)C1=COCCO1)C(=O)Nc1cccc(S(=O)(=O)N2CCOCC2)c1 (configuration not stated),8,1,2,-1,-10,-3,11,-1
CN1CCN(CCC(=O)Nc2ccccc2)CC1,-3,-1,-16,-8,-4,-2,-10,-6
O=S(=O)(c1ccc2c(c1)CCC2)N1CCNCC1,-2,3,-2,-1,3,-2,24,4
C[C@H]1COC(=O)[C@H](Cc2ccc(F)cc2)C/C=C\C[C@H](CC(=O)NCCO)C(=O)N1,-9,-5,-5,6,0,-2,4,-2
COc1ccc(CN2CCN(CC=C(C)C)C(CCO)C2)cc1Cn1cncn1 (configuration not stated),8,3,1,-12,-5,-1,-18,3
O=C(COC(=O)c1ccc(F)cc1)NCCCc1ccccc1,4,-1,-2,-9,10,-1,4,-1
Cc1ccc(S(=O)(=O)N(C)CC(=O)N2CCN(Cc3ccc4c(c3)OCO4)CC2)cc1,29,5,1,-10,-8,4,-27,-6
CC1(C)C(=O)OC(/C=C\c2ccccc2)C(C)(C)C1=O (configuration not stated),8,-5,-5,0,-1,-3,4,5
O=C1CC2(CCN(C(=O)c3c(F)cccc3Cl)CC2)Oc2ccccc21,15,15,-5,0,-4,4,10,-14
N#C/C=C/N1CCN(Cc2ccc3c(c2)OCO3)CC1,-6,2,1,-3,4,-1,6,-3

(listing goes on)
Compound,CCR6 antag,Gli-Sufu block,EBI2 block,UBC13 inh,CXCR6 inh,APJ agonist,APJ antagonist,ATG4B inhibitor
Cc1cc(NS(=O)(=O)c2ccc(NC(=O)COc3ccc(C#N)cc3)cc2)nc(C)n1,-3,-15,-9,8,3,1,9,-4
C=CCN1C(=O)NC(c2ccccc2)(C(F)(F)F)S/C1=C(\C#N)c1nnc(N2CCOCC2)n1-c1ccccc1 (configuration not stated),18,11,53*,-12,5,-4,9,-3
O=C(CCNc1cc(Cl)cc(Cl)c1)c1cccs1,18,6,10,5,-2,-5,4,24
CC(=O)N1CCN(S(=O)(=O)c2ccc(F)c(Cl)c2)CC1,0,0,1,3,-6,-4,-5,0
Cc1ccc(S(=O)(=O)c2nc(-c3ccccc3)oc2N2CCC(C(N)=O)CC2)cc1,-7,-22,0,-5,-8,3,-10,-1
Cc1nc(SCC#N)c2c(C)c(C)sc2n1,6,-1,-4,8,-6,-3,-6,1
Cn1c2ccccc2c(=O)c2c(=O)n(-c3ccc(F)cc3)c(-c3cccs3)nc21,24,2,-5,-14,10,1,-5,-8
CCN(c1ccccc1)S(=O)(=O)c1cc2c3c(c1)C(C)C(=O)N3CCC2 (configuration not stated),11,18,10,12,-5,-2,10,0
CCOC(=O)C1=C(C)N=C2SC(C)C(=O)N2C1c1ccc(OC(C)=O)c(OC)c1 (configuration not stated),2,-9,-1,-8,-8,-1,7,-26
CC(=O)O[C@H]1C[C@@]2(C)[C@@H](C[C@@H](O)[C@H]3[C@@]4(C)CC[C@@H](O)[C@@H](C)C4CC[C@@]32C)/C1=C(\CCC=C(C)C)C(=O)O (some centres not stated),4,-1,-3,x,-1,x,x,-4
CC(=O)Nc1ccc(NC(=O)CN2C(=O)NC3(CCCCCCC3)C2=O)cc1,2,0,-11,-17,0,3,5,-10
C/C(=N\NC(=O)c1cccc(N/N=C(\C)c2ccncc2)c1)c1ccncc1,4,2,6,-4,-12,2,-4,-16
O=C(Nc1ccccc1)c1ccc(CN2CCC(Cc3ccccc3)CC2)cc1,19,4,65*,20,11,-4,9,-6
O=C(Cn1cnc2ccccc2c1=O)c1c[nH]c2ccccc12,0,-30,-1,10,-2,0,10,-5
CCCc1c(NC(=O)Nc2ccc(F)cc2)cnn1-c1ccccc1,-8,-25,-7,3,4,4,-4,-10

Retrieved by structure from the entries so far (2):
Compound,CCR6 antag,Gli-Sufu block,EBI2 block,UBC13 inh,CXCR6 inh,APJ agonist,APJ antagonist,ATG4B inhibitor
Cc1ccc(S(=O)(=O)c2nc(-c3ccccc3)oc2N2CCC(C(N)=O)CC2)cc1,-7,-22,0,-5,-8,3,-10,-1
O=C(Cn1cnc2ccccc2c1=O)c1c[nH]c2ccccc12,0,-30,-1,10,-2,0,10,-5

(further entries)
Compound,CCR6 antag,Gli-Sufu block,EBI2 block,UBC13 inh,CXCR6 inh,APJ agonist,APJ antagonist,ATG4B inhibitor
O=C(C[C@@H]1C/C=C\C[C@H](Cc2ccc(F)cc2)C(=O)OC[C@H]2CCCN2C1=O)N[C@H](CO)Cc1ccccc1,-3,25,-3,-8,-8,3,2,-10
Cc1cc(C)n(C(=O)c2ccc([N+](=O)[O-])cc2N)n1,-3,-6,1,-4,3,0,-6,-9
CCc1nn(-c2ccccc2)c(N)c1C#N,-2,0,9,-10,2,-5,13,-8
Cc1ccnc(NC(=O)Cc2ccc(F)cc2)n1,-7,-5,-4,0,-1,-3,-1,-8
